From PubChem BioAssay
Mcl-1 Bim block = disrupts Bim peptide binding to human Mcl-1 | Q07820 | Bead-based flow cytometry, Bim peptide-Mcl-1 binding | inhibition, % at 10 µM | 190,000 compounds, 0.1% hits | AID 1009; in the data active = inhibition above about 40%;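 note: 0% = no compound tracer wells and 100% = peptide blocker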
Target sequence (Q07820 whole entry, looked up): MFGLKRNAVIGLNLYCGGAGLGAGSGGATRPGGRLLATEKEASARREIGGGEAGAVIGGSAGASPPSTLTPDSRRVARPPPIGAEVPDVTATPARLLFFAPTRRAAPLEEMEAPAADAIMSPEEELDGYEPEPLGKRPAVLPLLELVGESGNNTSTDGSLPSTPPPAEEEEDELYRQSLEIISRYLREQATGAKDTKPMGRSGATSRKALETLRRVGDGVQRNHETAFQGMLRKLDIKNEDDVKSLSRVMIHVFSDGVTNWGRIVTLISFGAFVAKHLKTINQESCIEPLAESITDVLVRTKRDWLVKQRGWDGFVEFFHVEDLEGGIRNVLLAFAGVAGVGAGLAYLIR
Mcl1 Bid PPI = disrupts binding of human Mcl-1 to Bid peptide; 220,000 compounds, 0.97% hits; TR-FRET Mcl-1/Bid-Dy647 peptide binding, 1536-well; inhibition, % at 21.7 µM; AID 1021; Q07820;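 active = compounds that cut the binding signal by more than half at the single screening dose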;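 note: His-tagged Mcl-1 with europium anti-His antibody binding Bid BH3 peptide; 0% = Mcl-1 plus peptide wells and 100% = peptide-only wells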
RGS8-Gao reg = modulates binding of RGS8 to human Galphao. P09471. multiplexed bead flow cytometry; actives lie on both sides. response (percent of control binding), % at 10 µM. 220,000 compounds, 0.34% hits. AID 1423; in the data active = response below about 60% or above about 140%; inactive = in between;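 note: Galphao activated as the GDP aluminium fluoride complex binding bead-coupled RGS8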
Target sequence (P09471 whole entry, looked up): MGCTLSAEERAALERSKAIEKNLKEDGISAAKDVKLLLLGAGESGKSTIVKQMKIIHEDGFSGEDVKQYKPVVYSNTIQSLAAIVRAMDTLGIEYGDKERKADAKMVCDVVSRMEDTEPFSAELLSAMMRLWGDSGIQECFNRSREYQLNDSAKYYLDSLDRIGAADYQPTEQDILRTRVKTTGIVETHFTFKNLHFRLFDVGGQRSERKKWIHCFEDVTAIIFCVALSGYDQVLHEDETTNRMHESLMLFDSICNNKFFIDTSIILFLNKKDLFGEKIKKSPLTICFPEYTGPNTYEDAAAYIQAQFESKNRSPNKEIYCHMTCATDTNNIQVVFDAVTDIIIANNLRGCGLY
Rac1 mut GTP = alters GTP binding to activated mutant human Rac1 | GST-Rac1 activated beads, fluorescent GTP binding, flow cytometry; actives lie on both sides; 100% means binding = to untreated wells | P63000 | 190,000 compounds, 0.11% hits | percent activity (GTP binding), % at 10 µM | AID 764;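 active = GTP binding at least 20 percentage points away from the 100% baseline, in either direction, so actives lie on both sides; inconclusive = Compound likely fluorescent itself, or too few beads counted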
Mcl1 Noxa PPI = disrupts binding of human Mcl-1 to Noxa peptide | inhibition, % at 21.7 µM | TR-FRET Mcl-1/Noxa peptide binding, 2 h | 220,000 compounds, 1.5% hits | Q07820;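 active = compounds that cut the protein-peptide binding signal by more than 50% relative to plate controls in a single-dose test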;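 note: His-tagged Mcl-1 with rhodamine Noxa BH3 peptide and terbium anti-His antibody; 0% = Mcl-1 plus Noxa peptide wells and 100% = peptide-only wells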
Rab7 wt modul = dog Rab7 wildtype GTP binding, inhibitors and activators. GST-Rab7 beads, fluorescent GTP binding, flow cytometry; actives lie on both sides; untreated = 100%, excess cold GTP = 0%. GTP binding activity (percent of control), % at 10 µM. 190,000 compounds, 0.055% hits. AID 758;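 active = fluorescent GTP binding to Rab7 beads changed by at least 20 points from the 100% baseline, either direction, mostly lower; inconclusive = compound itself probably fluorescent, or too few beads counted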;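 note: median green fluorescence of bound Bodipy-FL-GTP per Rab7 bead population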
Rac1 wt GTP bind = modulators of human Rac1 wildtype GTP binding; GST-Rac1 beads, fluorescent GTP binding, flow cytometry; actives lie on both sides; 0 = cold GTP competed, 100 = untreated; AID 757; P63000; GTP binding activity (% of control), % at 10 µM; 190,000 compounds, 0.27% hits;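 active = GTP binding activity at least 20 points away from the 100% control level, either lower or higher; inconclusive = compound flagged as likely green fluorescent, judged across all proteins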
HRas wt GTP bind = modulators of GTP binding to human HRas wildtype. GTP binding activity, % at 10 µM. P01112. AID 759. 190,000 compounds, 0.14% hits. GST-Ras wt beads, Bodipy-FL-GTP binding, flow cytometry; actives lie on both sides;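 active = GTP binding activity at least 20% away from the 100% baseline, either lowered as inhibitor or raised as activator; inconclusive = flagged as likely green fluorescent, judged across all proteins in the well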;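 note: 0% = unlabeled GTP competition control and 100% = no-compound control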
Rab2 wt GTP = changes GTP binding to wildtype dog Rab2A, up or down; 190,000 compounds, 0.19% hits; GTP binding activity, % at 10 µM; GST-Rab2 wt beads, Bodipy-GTP binding, flow cytometry;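 active = GTP binding activity at least 20 points away from 100%, either lowered or raised; inconclusive = signal likely due to the compound's own green fluorescence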;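 note: 0% = beads with excess unlabeled GTP and 100% = no-compound control corrected for plate trend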
Pf gametocyte = kills late stage P. falciparum gametocytes | P. falciparum stage V gametocytes, ATP luminescence, 24 h | inhibition, % at 10.9 µM | 150,000 compounds, 0.065% hits | AID 743093;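 active = inhibition above the mean plus 3 SD of compounds within the control limits, set per campaign, cut at about 38% in these data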;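 note: 0% = DMSO wells and 100% = medium only without gametocytes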
Cdc42 wt GTP = human Cdc42 wildtype GTP binding change, either direction; percent activity (GTP binding), % at 10 µM; GST-Cdc42 beads, Bodipy-GTP binding, flow cytometry; actives lie on both sides; 190,000 compounds, 0.2% hits; P60953;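 active = percent activity GTP binding at least 20 points away from the 100% baseline, either down as inhibitor or up as activator; inconclusive = compound flagged as likely green fluorescent from well-wide comparison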;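 note: median bead fluorescence of bound Bodipy-FL-GTP at 100 nM; 0% = excess unlabeled GTP control and 100% = no compound control; below 100% means less GTP binding so inhibitor and above means activator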
Target sequence (P60953 whole entry, looked up): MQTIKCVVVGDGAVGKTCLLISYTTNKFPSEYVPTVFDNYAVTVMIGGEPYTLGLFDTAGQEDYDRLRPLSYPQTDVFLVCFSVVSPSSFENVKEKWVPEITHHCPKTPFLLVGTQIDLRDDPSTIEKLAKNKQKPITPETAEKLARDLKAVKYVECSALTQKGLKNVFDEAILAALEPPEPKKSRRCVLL
* = called active by the depositor; ? = inconclusive; nt = no result given.

SMILES	Mcl-1 Bim block	Mcl1 Bid PPI	RGS8-Gao reg	Rac1 mut GTP	Mcl1 Noxa PPI	Rab7 wt modul	Rac1 wt GTP bind	HRas wt GTP bind	Rab2 wt GTP	Pf gametocyte	Cdc42 wt GTP
Cc1ccc(NC(=O)C(=O)NNC(=O)c2cccs2)cc1	1	-23	101	94	-4	104	92	96	95	18	93
COc1ccc(C(=O)C2CCCN(Cc3cccn3-c3ccccn3)C2)c(OC)c1 (stereo not given)	-3	-5	103	99	3	99	101	100	98	-6	102
O=C(CSc1ccc(Cl)cc1)NNC(=O)c1cccnc1	0	-19	101	96	1	100	97	96	96	27	98
O=C(O)c1cc(-c2ccco2)nn1-c1cccc(Cl)c1	-4	1	97	82	69*	97	87	88	86	3	87
O=S(c1ccsc1)c1ccsc1	0	-7	104	97	5	96	100	99	97	nt	100
CC(C)Sc1n[nH]c2nc3c(c(=O)n12)C1(CCCC1)Cc1ccccc1-3	1	-7	99	?	-5	?	?	?	?	nt	?
Cc1ccc(C(=O)NCC(=O)OCC(=O)c2ccc(C)c([N+](=O)[O-])c2)cc1	-2	-4	101	100	0	98	104	101	99	30	103
C=CCNC(=O)COc1ccc(Oc2ccccc2)cc1	-2	-37	100	97	-15	101	100	98	98	9	98
O=C(Nc1nc2ccccc2s1)c1ccc(F)cc1	0	-13	99	96	8	101	101	99	100	21	97
CCCCOC(=O)Cn1c(=O)oc2ccc(C)cc21	31	-13	100	101	-5	103	106	101	101	nt	104
COCc1cc(N2CCCC2)nc(-c2ccccc2)n1	1	-4	107	98	1	100	106	103	99	14	98
O=C(NCCCn1ccnc1)C(Cc1ccc([N+](=O)[O-])cc1)N1C(=O)c2ccccc2C1=O (stereo not given)	0	-8	102	100	-27	103	108	103	102	nt	105
Cc1cccc(NC(=S)NCc2ccc(F)cc2)c1	-3	-77	89	101	4	100	103	103	102	-2	103
CC(=O)c1ccc(NC(=O)c2ccc(CSc3ccccc3)o2)cc1	-5	19	103	95	9	98	98	95	96	16	101
CC1CCN(C(C(=O)Nc2ccc3c(c2)OCO3)c2ccccc2)CC1 (stereo not given)	3	-25	104	101	6	101	107	105	102	nt	105
CCn1c(CSCc2ccc(C)cc2)nnc1SCC(=O)NCc1ccccc1	1	-39	99	95	-11	100	99	97	98	nt	99
Cc1oc2ccc(NS(=O)(=O)c3ccc(C(C)(C)C)cc3)cc2c1C(=O)Nc1ccccc1	-1	-20	104	95	4	96	99	97	94	1	96
CN(C)c1ccc(NC(=O)Cn2ncn3c(cc4ccccc43)c2=O)cc1	0	-49	102	104	76*	105	109	107	103	nt	108
N/C(=N\N=C\c1cccs1)SC1CC(=O)N(c2ccc(Br)cc2)C1=O (stereo not given)	0	5	105	93	-12	94	98	96	96	8	94
CCCc1nc2ccc(NC(C)=O)cc2c(=O)n1Cc1ccc(Cl)cc1	-2	-12	103	101	-4	104	99	100	100	12	98
COc1ccc(N=Cc2[nH]c3ccccc3c2O)cc1	0	-59	88	95	43	97	96	95	95	4	96
CCC(C)(C)n1nnnc1C(c1cccs1)N1CCCCC1 (stereo not given)	0	-12	90	94	13	96	96	96	96	-33	98
Cc1cc(C)nc(NNC2=CC(=[N+]3CCCCC3)CC(C)(C)C2)n1	-4	-3	99	96	39	97	105	99	100	12	101
O=C(CN(CCc1ccccc1)C(=O)Cn1nnc(-c2cccs2)n1)NCc1ccco1	1	-1	101	97	17	98	102	99	96	nt	97
Cc1ccc(-n2ncc3c(=O)n(CC(=O)N4CCCc5ccccc54)cnc32)cc1C	-4	5	112	99	-13	91	99	97	98	nt	99
Next part.
SMILES	Mcl-1 Bim block	Mcl1 Bid PPI	RGS8-Gao reg	Rac1 mut GTP	Mcl1 Noxa PPI	Rab7 wt modul	Rac1 wt GTP bind	HRas wt GTP bind	Rab2 wt GTP	Pf gametocyte	Cdc42 wt GTP
CCC1SC2=NC(C)=C(C(=O)OCCOC)C(/C=C/c3ccccc3OC)N2C1=O (stereo not given)	-1	-10	102	98	-21	100	104	100	101	-6	99
C=CCN(C(=O)c1csnn1)C(C(=O)NC(C)(C)C)c1ccncc1 (stereo not given)	-4	-21	103	96	-7	96	99	97	97	-10	96
CCOCc1cnc(C)nc1NCC(=O)c1c(C)[nH]c2cc(C)ccc12	-2	-1	105	100	-5	102	100	102	101	nt	101
COCCOC(=O)C1=C(C)NC(SCC(=O)NC(C)(C)C)=C(C#N)C1c1ccco1 (stereo not given)	0	-39	109	100	31	101	101	98	100	nt	100
S=c1[nH]nc(CN2CCCCC2)n1Cc1ccccc1	-2	-82	96	96	3	104	99	98	99	5	97
Cc1nn(-c2cccc(Cl)c2)c2nc(C(F)(F)F)[nH]c(=O)c12	1	14	104	96	8	99	97	97	96	-8	100
C=CCNS(=O)(=O)c1ccc2nsnc2c1	0	-33	121	100	-9	98	103	99	100	nt	100
COc1ccc(OC)c(C2N(c3ccc(Cl)cc3)C(=O)C3CCCN32)c1 (stereo not given)	-4	-39	105	99	-10	101	105	105	105	nt	102
CCOC(=O)C1C(c2cccs2)NC(=O)N(C)C1(O)C(F)(F)F (stereo not given)	-1	61*	98	100	0	98	102	100	100	nt	101
COc1ccc(CC(=O)Nc2ccc(C(=O)NC(C)(C)C)cc2)cc1OC	0	-29	95	96	11	95	98	94	92	20	99
CCCC/C(C)=N/NC(=O)c1cn(-c2ccccc2)nc1-c1ccccc1	-4	5	99	100	16	102	105	103	101	nt	99
CCOP(=O)(OCC)/C(=C/N1CCCCC1)NC(=O)c1ccccc1	0	-31	99	101	-9	96	101	103	101	-17	104
Cc1ccc(-c2nnn(CC(=O)NC3CCN(Cc4ccccc4)CC3)n2)cc1	-6	-20	100	99	0	96	102	101	100	nt	102
CCOC(=O)C1(Cc2ccccc2C(F)(F)F)CCN(CC(O)CO)CC1 (stereo not given)	-15	-22	100	100	-2	99	107	100	98	18	100
CCCCCC(=O)N=Nc1c(O)[nH]c2ccc([N+](=O)[O-])cc12	-5	-37	101	99	27	101	101	101	99	-26	99
c1ccc(COC2CCCN(Cc3nc(Cc4ccccc4)no3)C2)cc1 (stereo not given)	-2	-29	97	92	-6	94	100	94	96	6	96
COC(=O)c1cc(C(=O)c2cc(Br)ccc2O)coc1=N	2	-26	99	93	-9	94	95	93	94	nt	90
CCNc1ccc(N=Nc2c(C)n(C)n(-c3ccccc3)c2=O)cc1	-3	-47	107	99	28	95	100	97	100	-6	99
COC(=O)/C(=C(/F)SCC(C)=O)C(F)(F)F	2	-65	101	97	16	98	101	99	98	nt	99
CC1(C)Cc2c(sc3nc4n(c(=N)c23)CCC4)CO1	-5	-19	89	94	-4	92	96	94	93	nt	95
CC(=O)Nc1ccc(N(C(=O)c2ccco2)C(C(=O)NC2CCCC2)c2ccc(N3CCOCC3)cc2)cc1 (stereo not given)	-3	-12	102	98	-12	103	98	99	100	nt	97
COc1ccc(-c2ccc(C#N)c(SCC(=O)Nc3sc4c(c3C#N)CCC4)n2)cc1	-1	-29	102	101	16	98	102	104	105	-5	103
CC(C)(C)NC(NC(=O)Cc1ccccc1)C(Cl)(Cl)Cl (stereo not given)	23	0	105	99	-18	101	102	102	100	nt	104
Cc1ccc(CSc2ccc(-c3ccco3)nn2)cc1	-4	-6	99	99	-2	100	101	99	98	-5	99
Cc1ccc(/C(=N\O)c2oc3c(C)c4oc(=O)cc(C)c4cc3c2C)cc1	1	-6	102	100	-14	101	107	102	101	5	102
O=C(Cn1c(-c2cscn2)nc2ccccc21)Nc1ccc(Cl)cc1	-6	3	98	100	7	95	100	100	99	nt	100
O=C(NC(=S)Nc1ccccc1N1CCCCC1)c1ccco1	-11	-41	102	98	1	95	99	96	93	5	100
Cc1ccc2cc(CN(CCCO)S(=O)(=O)c3cccc4nsnc34)c(=O)[nH]c2c1C	-1	10	100	101	13	102	103	102	100	nt	102
CCOc1cc(NC(=O)C2CCCCC2)c(OCC)cc1NC(=O)c1ccco1	1	1	103	101	-7	104	108	105	102	nt	106

Already shown: an excerpt of the list.
SMILES	Mcl-1 Bim block	Mcl1 Bid PPI	RGS8-Gao reg	Rac1 mut GTP	Mcl1 Noxa PPI	Rab7 wt modul	Rac1 wt GTP bind	HRas wt GTP bind	Rab2 wt GTP	Pf gametocyte	Cdc42 wt GTP
CCC1SC2=NC(C)=C(C(=O)OCCOC)C(/C=C/c3ccccc3OC)N2C1=O (stereo not given)	-1	-10	102	98	-21	100	104	100	101	-6	99
C=CCN(C(=O)c1csnn1)C(C(=O)NC(C)(C)C)c1ccncc1 (stereo not given)	-4	-21	103	96	-7	96	99	97	97	-10	96
CCOCc1cnc(C)nc1NCC(=O)c1c(C)[nH]c2cc(C)ccc12	-2	-1	105	100	-5	102	100	102	101	nt	101
COCCOC(=O)C1=C(C)NC(SCC(=O)NC(C)(C)C)=C(C#N)C1c1ccco1 (stereo not given)	0	-39	109	100	31	101	101	98	100	nt	100
S=c1[nH]nc(CN2CCCCC2)n1Cc1ccccc1	-2	-82	96	96	3	104	99	98	99	5	97
Cc1nn(-c2cccc(Cl)c2)c2nc(C(F)(F)F)[nH]c(=O)c12	1	14	104	96	8	99	97	97	96	-8	100
C=CCNS(=O)(=O)c1ccc2nsnc2c1	0	-33	121	100	-9	98	103	99	100	nt	100
COc1ccc(OC)c(C2N(c3ccc(Cl)cc3)C(=O)C3CCCN32)c1 (stereo not given)	-4	-39	105	99	-10	101	105	105	105	nt	102
CCOC(=O)C1C(c2cccs2)NC(=O)N(C)C1(O)C(F)(F)F (stereo not given)	-1	61*	98	100	0	98	102	100	100	nt	101
COc1ccc(CC(=O)Nc2ccc(C(=O)NC(C)(C)C)cc2)cc1OC	0	-29	95	96	11	95	98	94	92	20	99
CCCC/C(C)=N/NC(=O)c1cn(-c2ccccc2)nc1-c1ccccc1	-4	5	99	100	16	102	105	103	101	nt	99
